Screens deposited in PubChem BioAssay by National Center for Advancing Translational Sciences (NCATS).
D1 potentiator: human D1 dopamine receptor positive modulation; P21728; potentiation, % at 10 µM; 360,000 tested, 0.036% active; HEK293 TREx D1 cells, calcium flux, dopamine EC20 potentiation; in the data active means potentiation above about 30%; further: 0% is about no effect
Target sequence (P21728 whole entry, looked up): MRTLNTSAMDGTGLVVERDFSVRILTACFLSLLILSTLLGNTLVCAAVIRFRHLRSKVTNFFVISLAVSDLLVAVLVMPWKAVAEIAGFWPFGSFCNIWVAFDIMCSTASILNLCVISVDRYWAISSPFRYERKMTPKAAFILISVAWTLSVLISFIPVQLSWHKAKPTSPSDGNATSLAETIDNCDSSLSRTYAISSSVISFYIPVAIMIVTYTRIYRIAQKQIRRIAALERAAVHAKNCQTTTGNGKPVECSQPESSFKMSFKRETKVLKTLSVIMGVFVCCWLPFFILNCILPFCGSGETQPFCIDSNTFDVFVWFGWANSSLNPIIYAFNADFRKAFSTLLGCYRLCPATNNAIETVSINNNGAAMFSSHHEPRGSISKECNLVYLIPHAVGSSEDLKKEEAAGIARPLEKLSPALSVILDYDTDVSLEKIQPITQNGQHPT
RXFP1 ag: RXFP1 (human) receptor agonism. 370,000 tested, 0.3% active. Potency, µM (highest dose often 57.5 µM), inactives show at the top dose activation, actives largely listed as activators. HEK293T-RXFP1 cAMP TR-FRET, 30 min; response scale: percent of porcine relaxin response, buffer zero. Q9HBX9. AID 2676; further: potency means the concentration at half of the fitted maximal effect; on the % scale 0 is the no-effect control and ±100 the full control effect; nearly all actives have a fitted effect of over 60% in size; many of its hits are not listed in these tables
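cAMP rise read by TR-FRET after 30 min, 37C compound exposure (up to 58 uM) in RXFP1-transfected HEK293 cells with Ro 20174 present. EC50 from Hill-equation fits, with 29 nM porcine relaxin as 100% and buffer as basal.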
RXFP1 antag: RXFP1 (human) relaxin receptor antagonism; HEK293-RXFP1, relaxin-stimulated cAMP HTRF, 30 min; active compounds read low; activity change, negative = inhibition, % at 57.5 µM; 350,000 tested, 0.59% active; AID 1259400;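 active means activity change of -60% or lower, but not beyond a set lower limit; inconclusive means change between -60% and -40%, or beyond the set limit; inactive means change above -40%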; further: on the % scale 0 is the no-effect control and ±100 the full control effect
D1 antag: blocks dopamine activation of the human D1 receptor. 360,000 tested, 3.2% active. HEK293 TREx D1 cells, calcium flux, dopamine EC80; active compounds read low. activity change, negative = inhibition, % at 10 µM. AID 504652. P21728; in the data active means activity change below about -30%; further: on the % scale 0 is the no-effect control and ±100 the full control effect
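Kinetic fluorescence of a calcium dye serves as the read-out. D1-expressing Hek293 Trex cells, induced overnight at 30 C, are exposed to compound for 180 s before an EC80 dopamine addition, then read 180 s further.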
GRP78 ERSR act: induces the endoplasmic reticulum stress response in human glioma cells; U87-MG GRP78 promoter luciferase reporter, 16 h; Potency, µM, for the others: at the highest dose activation, actives largely listed as activators; 420,000 tested, 0.02% active; AID 602332; further: potency means the concentration at half of the fitted maximal effect; series mostly up to about 76 µM; % of control where 0% means no effect; nearly all actives have a fitted effect of over 35% in size
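Stably transfected U87-MG glioma cells carrying a GRP78-based luciferase sensor; 16 h compound incubation. Luminescence end-point read 10 min after Bright-Glo addition at room temperature.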
D2 potentiator: positive allosteric modulators of human D2 dopamine receptor | P14416 | HEK293 T-REx D2, calcium flux, EC20 dopamine potentiation | potentiation, % at 10 µM | 340,000 tested, 0.34% active | AID 485347;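 active means potentiation over 3 SD above the plate norm, cut at about 30% in these data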; further: 0% is about no effect
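Cells plated with tetracycline inducer and held overnight at 30 C; calcium dye loaded 30–90 min at room temperature; baseline taken, compound added and read 180 s; EC20 dopamine then added and read 180 s.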
Vif-APOBEC3G blk: inhibitors of Vif-APOBEC3G interaction; Q9HC16; HeLa A3G-eYFP + Vif (tagged APOBEC3G with the HIV-1 protein that degrades it), YFP fluorescence, overnight; 410,000 tested, 0.076% active; Potency, µM (titrated, usually from 46.1 µM), for inactives: at the top dose activity, negative = active, usual class: inhibitors;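 further: potency means the concentration at half of the fitted maximal effect; on the % scale 0 is the no-effect control and ±100 the full control effect; nearly all actives have a fitted effect of over 60% in size; hits raise eYFP signal because A3G escapes Vif-driven loss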
Target sequence (Q9HC16 whole entry, looked up): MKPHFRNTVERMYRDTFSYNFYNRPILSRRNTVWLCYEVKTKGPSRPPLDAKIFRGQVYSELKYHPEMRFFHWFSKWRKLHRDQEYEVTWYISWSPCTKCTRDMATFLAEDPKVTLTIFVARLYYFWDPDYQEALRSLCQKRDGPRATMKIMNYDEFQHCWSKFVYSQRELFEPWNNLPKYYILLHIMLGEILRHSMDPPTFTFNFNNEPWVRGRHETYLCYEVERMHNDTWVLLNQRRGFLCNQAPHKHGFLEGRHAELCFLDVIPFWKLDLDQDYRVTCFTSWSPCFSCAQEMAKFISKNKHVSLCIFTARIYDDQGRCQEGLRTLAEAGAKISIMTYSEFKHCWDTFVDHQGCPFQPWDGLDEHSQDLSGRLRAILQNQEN
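Read-out is eYFP fluorescence (Ex 488/Em 500-530) from Vif-expressing HeLa A3G-eYFP cells; more signal means A3G escaped Vif-mediated degradation. Cells plated overnight, compound pinned in, incubated overnight at 37 deg C.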
Vif-APOBEC3F blk: inhibitors of Vif-A3F interaction; HeLa A3F-eYFP + Vif (tagged APOBEC3F with the HIV-1 protein that degrades it), YFP fluorescence increase; 390,000 tested, 0.2% active; Potency, µM (series often up to 46.1 µM), inactives show at the top dose activity, negative = active; further: potency means the concentration at half of the fitted maximal effect; % of control where 0% means no effect; nearly all actives have a fitted effect of over 65% in size
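Fluorescence increase (Ex 488/Em 500-530) after overnight compound treatment at 37 deg C flags inhibition of Vif-driven A3F-eYFP loss in stable HeLa A3F-eYFP/Vif cells seeded overnight beforehand.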
D1 agonist: activates the human D1 dopamine receptor; P21728; HEK293 T-REx D1 cells, calcium flux, agonist mode; activation, % at 2 µM; 360,000 tested, 1% active; AID 504660; in the data active means activation above about 30%; further: 0% is about no effect
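Inducible HEK293 T-REx D1 cells, force-coupled to calcium signalling, were plated at 4000 cells/well with tetracycline and held overnight at 30 C. After no-wash calcium dye loading, compound-evoked calcium rise over 180 s flagged agonists.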
* = called active by the depositor; ? = inconclusive; . = not tested or not shown; & = joins results of further samples. Unless noted, the call rests on the fitted dose curve; in most records, active means well fitted curve in the direction sought with a large enough effect; inconclusive means small, poorly fitted or top-dose-only effect, or another doubt; inactive means no such curve, though single readings can be large; an effect the other way counts as inactive or inconclusive.

Structure	D1 potentiator	RXFP1 ag	RXFP1 antag	D1 antag	GRP78 ERSR act	D2 potentiator	Vif-APOBEC3G blk	Vif-APOBEC3F blk	D1 agonist
CN(C)CCN(Cc1ccccc1)S(=O)(=O)c1ccc2c(c1)n(C)c(=O)c(=O)n2C	-3	25%	-37	-2	-5%	-8	1%	0%	2
CCN(C(=O)COC(=O)/C(=C/c1ccccc1)n1nnnc1C)C1CCCCC1	-3	-1.6%	-20	-4	-5%	-6	-16%	0%	2
Cc1cc(NC(=O)c2cc3n(n2)C(C(F)(F)F)CC(c2ccco2)N3)n(-c2ccccc2)n1 (stereo not drawn)	0	-1.4%	-9	24	-4%	-4	2%	3%	1
Cc1ccc(C(=O)n2c(N)nc3ccccc32)cc1	0	-0.4%	-3	-3	-14%	-8	-7%	-4%	0
CCCS(=O)(=O)N1CCN(C(=O)COc2ccc(-c3ccccc3)cc2)CC1	-6	0.1%	-8	-2	-4%	-9	0%	-2%	5
COc1cccc(N2C(=O)CC(N3CCC(c4nc5ccccc5[nH]4)CC3)C2=O)c1 (stereo not drawn)	3	0.6%	-6	2	0%	22	-5%	0%	0
COc1ccc(-c2ccnc3cc(C(=O)O)nn23)cc1	-3	1.1%	-13	16	-5%	-8	-1%	8%	2
CC(=O)c1ccc(NC(=O)C(C)OC(=O)c2cccc(-n3cnnn3)c2)cc1 (stereo not drawn)	-4	0.0%	-8	-10	-3%	-13	2%	-3%	0
CC1CCN(C(=O)c2cc3nc(C4CC4)cc(C(F)(F)F)n3n2)CC1	-5	2.4%	7	3	-3%	1	0%	2%	15
O=C(CCNC(=O)c1ccc(Br)cc1)NCc1ccccc1F	-14	0.4%	9	-26	-2%	-2	0%	-14%	1

In a second layout: 2 of the compounds above
Values run as follows: D1 potentiator, RXFP1 ag, RXFP1 antag, D1 antag, GRP78 ERSR act, D2 potentiator, Vif-APOBEC3G blk, Vif-APOBEC3F blk, D1 agonist
Cc1cc(NC(=O)c2cc3n(n2)C(C(F)(F)F)CC(c2ccco2)N3)n(-c2ccccc2)n1 (stereo not drawn)
 : 0, -1.4%, -9, 24, -4%, -4, 2%, 3%, 1
O=C(CCNC(=O)c1ccc(Br)cc1)NCc1ccccc1F
 : -14, 0.4%, 9, -26, -2%, -2, 0%, -14%, 1

Later entries
Structure	D1 potentiator	RXFP1 ag	RXFP1 antag	D1 antag	GRP78 ERSR act	D2 potentiator	Vif-APOBEC3G blk	Vif-APOBEC3F blk	D1 agonist
O=C(OCc1ccccc1F)c1cc2ccccc2cc1O	-3	1.0%	7	4	0%	3	-5%	1%	4
Cc1nc2nc(SCc3ccc(F)cc3Cl)nn2c(C)c1Cc1ccccc1	3	3.6%	?	2	2%	-7	4%	-4%	0
CCOC(=O)c1cc(S(=O)(=O)N2CCc3ccccc32)cn1C	-2	0.4%	0	-7	0%	5	0%	-3%	4
NC1=NC[C@H](c2ccccc2)N1CCc1cc(C(F)(F)F)cc(C(F)(F)F)c1	-1	-1.2%	.	-30	-13%	7	-12%	3%	3
CCc1ccc(NC(=O)C2CC(=O)N(C(C)C)C2)cc1 (stereo not drawn)	1	-0.1%	-11	-11	-4%	-3	-7%	0%	4
O=C(c1ccco1)N1CCN(S(=O)(=O)c2ccc3c(c2)CCN3C(=O)C2CCC2)CC1	-3	0.5%	7	-21	-2%	1	0%	5%	-1
Cc1c(C(c2ccc(N(C)C)cc2)c2c(C)n(C)n(-c3ccccc3)c2=O)c(=O)n(-c2ccccc2)n1C	-8	0.8%	-8	-4	-6%	3	3%	1%	2
COc1ccc(-c2cc(C(F)(F)F)nc(SCCC(=O)Nc3cccc(O)c3)n2)cc1	-8	0.9%	.	-15	-10%	4	-7%	-9%	3
O=C(OCC(=O)N1CCCCC1)c1ccc(OC(F)(F)F)cc1	.	.	-12	.	-1%	.	0%	9%	.
O=C(O)CC(NC(=O)C1c2ccccc2Oc2ccccc21)c1ccc(OC2CCCC2)cc1 (stereo not drawn)	-1	0.6%	-2	-1	-4%	6	-7%	-2%	3
CC(=O)N1CCSc2ccc(S(=O)(=O)NCCc3ccc(C)cc3)cc21	0	-1.8%	-3	-26	-1%	-6	1%	0%	14
Cc1cccc(Nc2nnc(SC/C(O)=C(\C#N)c3nc4ccccc4[nH]3)s2)c1C	0	2.7%	.	-6	0%	8	-6%	?	2
COc1ccc(C(=O)NCCn2cc(SCC(=O)Nc3ccc4c(c3)OCCO4)c3ccccc32)cc1	-5	0.7%	.	-13	-4%	-2	-3%	-2%	2
CCCCn1cc(S(=O)(=O)c2ccc(OC)cc2)c(=O)c2cc(CC)ccc21	1	1.1%	-19	15	-2%	-4	-9%	-7%	1
CCCc1nnc2c(N(C)S(=O)(=O)c3ccccc3)nc3ccccc3n12	-5	3.9%	30	14	-2%	-6	0%	1%	3
Cc1cc(C)nc(N/N=C/c2cn[nH]c2-c2ccccc2)n1	2	-0.1%	-27	0	1%	-8	8%	-14%	0
CCCCCOc1ccc(CSC(=N)N)cc1[N+](=O)[O-]	-1	1.4%	?	35	-6%	.	-17%	-16%	56*
C[C@@H]1CCC(=O)N(C[C@@H](C)CSc2ccccc2)CC1	5	2.1%	.	-5	-1%&3%	3	2%&4%	-1%	2
COc1ccc(/C=C2\OC(=S)N(C)C2=O)cc1	-6	-0.7%	6	9	2%	-8	-8%	-2%	2
O=C(Nc1cccc(-n2cnnn2)c1)C1CCCN(Cc2cccc(C(F)(F)F)c2)C1 (stereo not drawn)	-4	-1.4%	-15	-14	-6%	-21	1%	-1%	14

Single entries from above.
`Cc1cccc(Nc2nnc(SC/C(O)=C(\C#N)c3nc4ccccc4[nH]3)s2)c1C` in D1 potentiator is entered as 0
`CCCCCOc1ccc(CSC(=N)N)cc1[N+](=O)[O-]` in Vif-APOBEC3F blk is entered as -16%

More entries
Structure	D1 potentiator	RXFP1 ag	RXFP1 antag	D1 antag	GRP78 ERSR act	D2 potentiator	Vif-APOBEC3G blk	Vif-APOBEC3F blk	D1 agonist
CCOC(=O)c1c(/N=C/c2ccc(O)cc2O)sc2c1CCC2	0	-1.6%	.	-4	.	-2	.	.	0
CC(NC(=O)COC(=O)CCC(=O)c1ccc(Cl)cc1)c1ccccc1 (stereo not drawn)	.	.	-4	.	-3%	.	-1%	6%	.
O=C(NCc1ccc(Cl)cc1Cl)c1cccc(N2CCCS2(=O)=O)c1	0	0.5%	.	1	-3%	6	0%	-6%	8
CCCc1cc(=O)n2[nH]c(NCc3ccc(Cl)cc3Cl)nc2n1	1	0.3%	3	5	-7%	18	-5%	5%	1
O=C(/C=C/c1ccc(O)c([N+](=O)[O-])c1)c1ccc2ccccc2c1	-5	-1.8%	-23	-14	9%	-10	-16%	2%	7
O=C(CSc1nnc(NC(=O)c2ccco2)s1)Nc1cccc(F)c1	-2	0.4%	-13	-4	-2%	.	-3%	5%	3
COc1ccccc1C(=O)Nc1c(C(=O)Nc2cc(Cl)ccc2C)sc2nc(C)cc(C)c12	1	0.5%	.	3	-2%	14	-2%	6%	-1
Cc1cc(C(=O)CN2C(=O)NC3(CCCCCC3)C2=O)c(C)n1C	-4	1.9%	-7	3	-2%	7	-4%	5%	2
CSc1ccc(S(=O)(=O)Nc2ccc3c4c(cccc24)CC3)cc1	-11	-1.5%	-16	-16	-3%	-10	-13%	-12%	11
O=C(NC1CCCCC1)c1ccc(S(=O)(=O)NCc2cccnc2)cc1	8	1.1%	-10	-7	-4%	0	2%	-5%	2

Four compounds drawn at random from the list so far, as already listed:
Structure	D1 potentiator	RXFP1 ag	RXFP1 antag	D1 antag	GRP78 ERSR act	D2 potentiator	Vif-APOBEC3G blk	Vif-APOBEC3F blk	D1 agonist
O=C(CSc1nnc(NC(=O)c2ccco2)s1)Nc1cccc(F)c1	-2	0.4%	-13	-4	-2%	.	-3%	5%	3
CCCc1cc(=O)n2[nH]c(NCc3ccc(Cl)cc3Cl)nc2n1	1	0.3%	3	5	-7%	18	-5%	5%	1
CC(NC(=O)COC(=O)CCC(=O)c1ccc(Cl)cc1)c1ccccc1 (stereo not drawn)	.	.	-4	.	-3%	.	-1%	6%	.
CSc1ccc(S(=O)(=O)Nc2ccc3c4c(cccc24)CC3)cc1	-11	-1.5%	-16	-16	-3%	-10	-13%	-12%	11

Continued:
Structure	D1 potentiator	RXFP1 ag	RXFP1 antag	D1 antag	GRP78 ERSR act	D2 potentiator	Vif-APOBEC3G blk	Vif-APOBEC3F blk	D1 agonist
Cc1ccccc1-n1nc2c(c1NC(=O)c1cc3ccccc3oc1=O)CS(=O)C2 (stereo not drawn)	-5	0.0%	2	0	-5%	2	-3%	-4%	2
CC(=O)c1cccc(S(=O)(=O)N(C)C2CCN(C)CC2)c1	-7	3.3%	11	1	-5%	-3	-4%	-2%	1
COc1ccc(CCNC(=O)c2cc(C)oc2C)cc1	5	-3.0%	2	-5	-1%	7	-11%	-18%	3
O=C(NCc1ccc(Cl)cc1)C1CCN(c2nnc(N3CCCC3=O)s2)CC1	-13	3.9%	1	7	-1%	0	-1%	-4%	5
O=C(Nc1nc(-c2ccc(S(=O)(=O)N3CCCCCC3)cc2)cs1)c1ccccc1	0	5.3%	-6	18	-5%	1	-1%	-1%	3
Cc1cc(NC(=O)CSc2nnc(C)c(=O)[nH]2)no1	.	2.5%	.	19	-5%	8	0%	-4%	3
CSc1nc(C)cc(OCC(=O)N/N=C/c2ccccc2O)n1	12	0.7%	-3	-24	-3%	2	?	2%	9
C=CCNC(=O)CCCCC(=O)NCC=C	-1	-1.0%	-7	6	-4%	1	-1%	-15%	4
S=c1[nH]c2ccccc2n1CCc1ccncc1	.	.	-17	.	-5%	.	-4%	3%	.
Cc1[nH]c2ccccc2c1C(=O)CN1CCC(C(N)=O)(N2CCCCC2)CC1	1	0.0%	2	-11	0%	2	0%	2%	2
CCN(CC)S(=O)(=O)c1cc(Br)c(C)cc1OC	-2	2.8%	-10	2	-5%	3	-5%	-5%	0
COc1ccc(CCN(C(=O)c2ccccc2)C2=CC3CCC(C2)N3C)cc1OC (stereo not drawn)	7	0.9%	.	-3	.	-2	.	.	3
COc1cccc(/C(O)=C/c2nc3ccc(C(=O)NCCc4ccc(Cl)cc4)cc3[nH]c2=O)c1	-4	1.7%	20	-14	-2%	-5	?	5µM*	15

Some of the compounds tested; count on the stated rates, not on these rows.
